Compound activity deposited in PubChem BioAssay by several laboratories.
STK33 kinase inh: inhibitors of purified STK33 kinase, primary screen, biochemical, ADP-Glo luminescence, homogeneous, cell-free | MBP phosphorylation | Serine/threonine-protein kinase 33 (Homo sapiens), Q9BYT3 | AID 2661, 2010 | inhibition, % at 10 µM | 320,000 compounds, 0.073% hits;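 active means inhibition at or above 25%, using the most active replicate where run in duplicate; inactive means inhibition below 25%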
Target sequence (Q9BYT3 whole entry, looked up): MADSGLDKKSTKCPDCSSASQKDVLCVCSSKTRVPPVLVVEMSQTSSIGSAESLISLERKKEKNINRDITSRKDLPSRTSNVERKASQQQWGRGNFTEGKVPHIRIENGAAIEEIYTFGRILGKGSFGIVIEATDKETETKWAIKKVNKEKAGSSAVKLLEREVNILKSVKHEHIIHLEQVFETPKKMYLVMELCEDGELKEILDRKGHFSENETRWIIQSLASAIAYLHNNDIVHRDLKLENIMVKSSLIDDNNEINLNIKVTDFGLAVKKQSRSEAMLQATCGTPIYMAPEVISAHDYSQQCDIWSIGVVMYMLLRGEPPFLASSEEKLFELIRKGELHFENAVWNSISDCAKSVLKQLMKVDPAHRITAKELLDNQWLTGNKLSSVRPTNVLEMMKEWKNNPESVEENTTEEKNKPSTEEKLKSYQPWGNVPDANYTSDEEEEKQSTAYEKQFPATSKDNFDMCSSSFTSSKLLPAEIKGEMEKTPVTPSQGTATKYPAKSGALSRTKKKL
OX1R antag-1: OX1R (HCRTR1) antagonists, primary screen, fluorescence, CHO/OX1R cells, Fluo-8 calcium, orexin A | Fluo-8 calcium fluorescence | inhibition, % at 5 µM | 330,000 compounds, 0.43% hits | AID 434989, 2010;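 active means inhibition above its plate's threshold, mean inhibition of all tested compounds on the plate plus 3 SD, cut at about 37% in these data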;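 further: 0% = orexin A challenge wells and 100% = SB-334867-A antagonist wells; not every result past the cut was called active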
Target sequence (O43613 whole entry, looked up): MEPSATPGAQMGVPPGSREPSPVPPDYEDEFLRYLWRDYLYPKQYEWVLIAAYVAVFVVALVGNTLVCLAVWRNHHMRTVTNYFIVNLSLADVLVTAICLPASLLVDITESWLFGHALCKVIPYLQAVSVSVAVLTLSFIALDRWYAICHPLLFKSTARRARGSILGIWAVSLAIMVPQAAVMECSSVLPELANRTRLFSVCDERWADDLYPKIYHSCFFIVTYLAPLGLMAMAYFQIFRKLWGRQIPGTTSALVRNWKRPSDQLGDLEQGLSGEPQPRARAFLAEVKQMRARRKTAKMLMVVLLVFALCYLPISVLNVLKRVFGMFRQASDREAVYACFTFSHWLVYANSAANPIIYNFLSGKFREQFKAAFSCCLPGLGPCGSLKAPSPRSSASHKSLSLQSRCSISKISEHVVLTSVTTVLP
OX1R antag-2: antagonists of human orexin 1 receptor (OX1R) | OX1R-expressing cells, FRET antagonist read-out | inhibition, % at 6.6 µM | 330,000 compounds, 1.8% hits | AID 485270, 2010; in the data active means inhibition mostly above about 38%, no sharp cut-off; inactive means mostly below about 40%;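 further: 0% = agonist challenge alone and 100% = reference antagonist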
The depositor's hits bear a star; · = not tested or not shown.

SMILES | STK33 kinase inh | OX1R antag-1 | OX1R antag-2
COc1cc(/C=N/N=C2/NC(=O)C(CC(=O)O)S2)ccc1OCc1ccc(Cl)cc1 (configuration not stated) | -2.0 | -8 | 6
O=C(O)CSCC(=O)c1ccccc1 | -2.8 | -4 | 4
COc1cc(C2NCCc3c2[nH]c2ccccc32)ccc1OC(C)C (configuration not stated) | -2.9 | -17 | 13
Cc1ccccc1C(=O)NNC(=O)CSc1nc(-c2ccccc2)cc(=O)[nH]1 | 2.4 | -14 | 18
OC(COc1ccc2ccccc2c1)CN1CCN(c2ccc(F)cc2)CC1 (configuration not stated) | 0.7 | -29 | 4
CCSc1nnc(NC(=O)CSc2nc3c(c(=O)n2-c2ccccc2OC)SCC3)s1 | 0.3 | 38 | 36*
Cc1cc(/C=C(\C#N)C(=O)O)c(C)n1C1CC1 | -1.3 | -11 | 17
COc1ccc(C(C(=O)NC2CCCC2)N(CC2CCCO2)C(=O)Cn2nnc(-c3ccc(C)o3)n2)cc1 (configuration not stated) | -1.0 | -34 | 20
O=C1CN(C(=O)COC(=O)/C=C/c2ccco2)c2ccccc2N1 | -0.6 | -8 | 32
COc1ccc(N(C(=O)c2ccco2)C(C(=O)NC2CCCC2)c2cccnc2)c(OC)c1 (configuration not stated) | -0.1 | -20 | 0
COc1ccc(CN(C)C(=O)/C=C/c2ccc(S(=O)(=O)N3CCCCCC3)cc2)cc1 | -1.6 | 3 | -1
CS(=O)(=O)N1CCN(c2ccc(NC(=S)NC(=O)c3cccs3)cc2)CC1 | -0.7 | -8 | -4
Cc1n[nH]c(C)c1CCCCOc1ccccc1F | -1.3 | -6 | -1
CCc1cccc(NC(=S)Nc2ccc(CN3CCOCC3)cc2)c1 | -0.7 | -13 | 9
CCOC(=O)c1ccoc1CSCc1ccc(C(=O)OC)o1 | 0.4 | -26 | 18

A draw from above in order of formula weight, low to high:
SMILES | STK33 kinase inh | OX1R antag-1 | OX1R antag-2
O=C(O)CSCC(=O)c1ccccc1 | -2.8 | -4 | 4
COc1cc(C2NCCc3c2[nH]c2ccccc32)ccc1OC(C)C (configuration not stated) | -2.9 | -17 | 13
Cc1ccccc1C(=O)NNC(=O)CSc1nc(-c2ccccc2)cc(=O)[nH]1 | 2.4 | -14 | 18

(next part)
SMILES | STK33 kinase inh | OX1R antag-1 | OX1R antag-2
COc1ccc(C(O)P(=O)(OCC(C)C)OCC(C)C)c(OC)c1 (configuration not stated) | -0.9 | 0 | 12
COc1cc(Cl)c(S(=O)(=O)N2CCCC2)cc1Cl | -0.5 | -8 | 6
O=C(Nc1ccc2c(c1)OCO2)c1c(F)c(F)c(F)c(F)c1F | -1.9 | -18 | 15
CCOc1ccc(NC(=O)CN2CCCC2c2cccs2)cc1S(=O)(=O)N1CCCCC1 (configuration not stated) | -0.1 | -2 | 3
NS(=O)(=O)c1cc2c(cc1Cl)NC=NS2(=O)=O | 0.1 | -19 | 18
O=C(Nc1ccc([N+](=O)[O-])cc1)Nc1ccc2c(c1)OCCO2 | -0.1 | 28 | 42
CCN(c1cccc(C)c1)S(=O)(=O)c1ccc2c3c(cccc13)C(=O)N2 | 1.1 | -20 | 39
COc1ccc(NC(=O)COC(=O)c2cc(SC)ccc2Cl)c(OC)c1 | 0.9 | -2 | 15
COc1ccccc1OC(C)C(=O)NNC(=S)NC1CCCC1 (configuration not stated) | 0.0 | -8 | 7
O=C(CSc1ccccn1)N/N=C/c1cccc([N+](=O)[O-])c1 | 0.7 | -21 | 42
CN(c1ccc(C(=O)N2CCN(Cc3ccccc3)CC2)cc1)S(=O)(=O)c1ccccc1 | -1.0 | -21 | 9
Cc1ccc2[nH]c3c(c2c1)CN(C(=O)CN1c2ccc(F)cc2CCC1C)CC3 (configuration not stated) | -1.3 | -9 | 18
Cc1cc(C)n2nc(/C(C#N)=C/c3ccccn3)c(C#N)c2n1 | -0.2 | -9 | 28
CCCCSCCCNC(=O)Nc1ccc(CC)cc1 | 0.6 | -19 | 17
CCOC(=O)C1CCN(C/C=C/c2ccccc2[N+](=O)[O-])CC1 | 0.5 | -21 | 9
Cc1cc(-n2c(C)cc(C(=O)CSc3nnnn3-c3ccc(Cl)cc3)c2C)no1 | · | -1 | 13
Cc1nn(-c2ccccc2)c(Cl)c1/C=C1\SC(=S)N(CCCCCC(=O)O)C1=O | -2.7 | -2 | 11
O=C(COC(=O)c1ccccn1)Nc1cccc(Cl)c1 | -0.8 | -9 | 33
CCS(=O)(=O)c1ccc2c(c1)NC(=O)C(CCO)O2 (configuration not stated) | -0.2 | -6 | 9
CCCS(=O)(=O)c1nc(S(=O)(=O)c2ccc(C)cc2)c(NCCCN(C)C)s1 | 0.6 | -26 | 19
Cc1ccc(NC(=O)C2CC(=O)n3ncnc3N2)cc1 (configuration not stated) | -1.3 | -3 | 0
Nc1ccc(O)cc1 | 14 | -2 | 42
CC(C)(C)c1ccc(C(=O)N2CCN(Cc3ccccc3)CC2)cc1 | 0.8 | -31 | 13
Cc1noc(C)c1COC(=O)c1cccnc1Cl | -0.6 | -20 | 24
Fc1ccc(Nc2c(-c3ccco3)nc3ccccn23)cc1 | · | -32 | 4
CCCCOC(=O)c1ccc(NC(=O)CSC2=Nc3ccccc3C3CC=NN23)cc1 (configuration not stated) | 1.1 | -17 | 5
Cc1cnc(C(=O)OCC(=O)c2ccc[nH]2)cn1 | -1.3 | -2 | 11
COc1ccc(C2NCCc3sccc32)cc1 (configuration not stated) | 2.8 | -2 | 13
O=C(COc1ccccc1)NCCSc1ccccc1 | -0.3 | -24 | 8
CCOC(=O)c1cccc(NC(=O)c2cnccn2)c1 | 0.5 | -7 | 7

One compound at a time, from the list above. Order of screens: STK33 kinase inh | OX1R antag-1 | OX1R antag-2
Cc1cnc(C(=O)OCC(=O)c2ccc[nH]2)cn1 across the screens: -1.3 | -2 | 11
Fc1ccc(Nc2c(-c3ccco3)nc3ccccn23)cc1 across the screens: · | -32 | 4
Cc1cc(-n2c(C)cc(C(=O)CSc3nnnn3-c3ccc(Cl)cc3)c2C)no1 across the screens: · | -1 | 13
CCCS(=O)(=O)c1nc(S(=O)(=O)c2ccc(C)cc2)c(NCCCN(C)C)s1 across the screens: 0.6 | -26 | 19

Four compounds from above, reduced to OX1R antag-2 and OX1R antag-1:
canonical_smiles,OX1R antag-2,OX1R antag-1
Cc1ccc(NC(=O)C2CC(=O)n3ncnc3N2)cc1 (configuration not stated),0,-3
Nc1ccc(O)cc1,42,-2
CC(C)(C)c1ccc(C(=O)N2CCN(Cc3ccccc3)CC2)cc1,13,-31
Cc1noc(C)c1COC(=O)c1cccnc1Cl,24,-20

Other compounds
SMILES | STK33 kinase inh | OX1R antag-1 | OX1R antag-2
O=C(C[n+]1ccc(C(=O)c2ccccc2)cc1)Nc1ccccc1OC(F)F | -1.6 | -8 | 46*
COCCNC(=O)C(c1ccco1)N(C(=O)Cn1nnc2ccccc21)c1cccc(C)c1C (configuration not stated) | 0.0 | -30 | 21
CC(=O)Nc1ccc(/C=C/c2nc(-c3ccccc3O)n[nH]2)cc1 | -0.4 | -10 | 25
COc1ccc2c(Cl)c(C(N)=O)sc2c1 | 3.1 | -6 | -1
CCN(CC(=O)Nc1ccc(NC(C)=O)cc1)C(=O)CCCSc1nc2ccccc2[nH]1 | -0.6 | -1 | 16
Cc1noc(C)c1COC(=O)C1CCN(C(=O)c2ccc(Cl)cc2)CC1 | -0.9 | -10 | 22
Cc1cccc(OCC(=O)Nc2ccc(C(=O)c3ccc(C(=O)O)cc3)cc2)c1 | -0.9 | 8 | 18
COc1ccccc1NC(=O)CCNS(=O)(=O)c1ccc2c(c1)CC(C)N2C(=O)C1CC1 (configuration not stated) | -0.7 | -23 | 7
CCO[C@@H]1OC(C(=O)N2CCN(Cc3ccc4c(c3)OCO4)CC2)=C[C@H](C)[C@H]1CCCO | -1.5 | -3 | 21
CCSc1nc2sc3c(c2c(=O)n1CC)CC(C)(C)OC3 | 0.9 | -32 | 13
Cc1onc(-c2ccccc2)c1C(=O)Nc1ccccc1N1CCOCC1 | 1.6 | -29 | 4
O=C(COc1ccccc1-c1ccccc1)NCc1cccc(Cl)c1 | -1.4 | -10 | 42
O=S(=O)(Nc1ccc2c(c1)OCCO2)c1ccc(F)cc1 | 1.1 | -17 | 6
CCOc1ccc(Br)cc1S(=O)(=O)Nc1nc(CN2CCOCC2)nc2sc(C)c(C)c12 | 0.1 | -18 | 22
CC1CCCCN1CCCNC(=O)C1CCN(c2nnc(-n3cccc3)s2)CC1 (configuration not stated) | 1.8 | 5 | 9
Cc1oc(C(=O)O)cc1COc1ccc2c3c(c(=O)oc2c1)CCC3 | -0.4 | -8 | 8
Nc1nnc2c(C(F)(F)F)nc3ccccc3n12 | 0.3 | -9 | 19
Cc1ccc2c(c1)-n1c(nc3ccccc3c1=O)C(Cc1ccc(O)cc1)NC2=O (configuration not stated) | -1.5 | -24 | 9
COc1ccccc1NC(=O)C(C)OC(=O)C1CCN(S(=O)(=O)c2ccc(C)c(C)c2)CC1 (configuration not stated) | 0.4 | -29 | 7
C/C=C/C(=O)Nc1cccc(C(F)(F)F)c1 | -2.0 | -12 | 17
COc1ccc(C2c3cc(OC)c(OC)cc3CCN2C(=O)c2cccc([N+](=O)[O-])c2)cc1OC (configuration not stated) | 1.3 | -19 | 10
Brc1ccc(-c2nnc3sc(CN4CCN(c5ccccc5)CC4)cn23)cc1 | 0.4 | -7 | 2
CCCCn1nnnc1SCC(=O)Nc1sc2c(c1C#N)CCCC2 | -1.8 | -17 | 14
CC(=O)N1c2ccc(S(=O)(=O)N3CCC(C(=O)N4CCCCC4)CC3)cc2CC1C (configuration not stated) | -1.2 | -16 | 6
O=C1NC(=S)S/C1=C\c1ccc(SCc2ccccc2)o1 | -0.7 | -5 | 45
CN(CC(=O)Nc1ccccc1Cl)C(=O)COC(=O)/C=C/c1ccc(C(F)(F)F)cc1 | 0.0 | -4 | -3
O=C(Cn1cnc2c(OCc3ccccc3)ncnc21)NCCCN1CCCC1=O | -0.6 | -5 | -2
Cc1onc(-c2ccccc2Cl)c1C(=O)Nc1ncn[nH]1 | -3.6 | -2 | 3
CCOC(=O)c1ccc(NC(=O)CSc2ncccn2)cc1 | -2.5 | -14 | 23
CN1C=CC=C/C1=C1\SC(=S)N(N)C1=O | -0.6 | -3 | 65
Cc1c(O)ccoc1=O | 0.3 | -2 | 14
CCc1noc(C)c1C(=O)Nc1nc(-c2cc(C)ccc2C)c(C)s1 | -0.5 | -26 | 2
Cc1nc(SCC(=O)N(C)C2CCS(=O)(=O)C2)c2ccccc2n1 (configuration not stated) | 0.0 | -7 | 6
C=CCNC(=O)C1CC(=O)N(c2ccc(OCC(=O)Nc3c(C)cccc3C)cc2)C1 (configuration not stated) | -0.8 | -12 | 1
O=C(O)c1cnccn1 | -1.1 | -5 | 19
Cn1cc(C(=O)c2ccc(Cl)cc2Cl)cc1C(=O)N/N=C(\N)COc1ccc(Cl)cc1 | 1.1 | -21 | 2
Cc1cc(C)c(NC(=O)C2CC(=O)N(C(C)C)C2)c(C)c1 (configuration not stated) | -0.2 | 11 | 3
COC(=O)c1c(NC(=S)Nc2ccccc2Cl)sc(C)c1C | -1.5 | -39 | 17
COc1ccc(C(=O)NNC(=O)C(C)NC(=O)c2ccccc2NC(=O)c2ccco2)cc1 (configuration not stated) | -0.5 | -9 | 15
O=C(Nc1ccc(N2CCN(C(=O)c3ccccc3)CC2)cc1)c1ccc2c(c1)OCO2 | 0.6 | -12 | 24
O=C(O)c1ccc(-c2cccc(Cl)c2)o1 | 1.1 | -2 | 7
Cc1nc2sc(C(=O)c3ccccc3)c(N)c2c2c1CCCC2 | 0.5 | -30 | 20
CCCCNC(=O)CCc1c(C)nc2nc(-c3cc(OC)cc(OC)c3)nn2c1C | -0.7 | -11 | 13
Cc1ccc(C)c(S(=O)(=O)N2CCCCC2CCNC(=O)C(=O)NC2CC2)c1 (configuration not stated) | -0.3 | -5 | 35*
CC(C)N1CCc2c(sc(NC(=O)c3ccc(C(=O)c4ccccc4)cc3)c2C(N)=O)C1 | -1.1 | -15 | 22
O=C1/C(=C2\C(=O)N(Cc3ccc(F)cc3)c3ccccc32)SC(=S)N1CCS(=O)(=O)O | -1.0 | 0 | -11
Cc1cccn2c(CN(C)C3CCOC3)c(C(=O)N3CCCCC3)nc12 (configuration not stated) | -2.8 | -23 | 12
CC(C)(C)NC(=O)Cn1c(-c2nonc2N)nc2ccccc21 | -0.5 | -5 | -6
